Bioassay records as filed in PubChem BioAssay.
Neddyl block = blocks human cullin neddylation; P61081+Q13564; hit rate 0.58% among 360,000; TR-FRET cullin neddylation, biochemical; AID 651699; calls only at 25 µM; in the data active means inhibition above about 36%
E coli Lon inh = inhibits E. coli Lon protease. hit rate 0.42% among 360,000. purified E. coli Lon protease, fluorescence polarization. inhibition, % at 7.94 µM. P0A9M0. AID 602123; in the data active means inhibition above about 13%, passing the limit was not always enough;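 further: 0% = enzyme with probe and DMSO and 100% = no enzyme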
MsrA inhibitor = inhibitors of bovine MsrA. inhibition, % at 15.5 µM. AID 651718. purified bovine MsrA, absorbance read-out. hit rate 0.75% among 360,000; in the data active means inhibition above about 4.5%;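 further: 0% = vehicle wells with enzyme and 100% = reference inhibitor wells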
MsrA act = bovine methionine sulfoxide reductase A activation | activation, % at 10.6 µM | AID 602163 | purified bovine MsrA, absorbance read-out | hit rate 0.3% among 360,000; in the data active means activation above about 7.5%;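 further: 0% = vehicle and 100% = reference activator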
MT1-MMP act inh = MT1-MMP (human) activation inhibition; P50281; HT1080 RFP-PRO-GFP cells, GFP/RFP ratio fluorescence, overnight; percent of plate control window, DMSO zero; GFP/RFP ratio change, % at 20 µM; hit rate 0.061% among 360,000; AID 651647;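 active means GFP/RFP ratio change of at least 30% with cell ATP level not reduced by more than half and red fluorescence within 50% of control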; further: strong numbers were not always called active
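Assay system: HT1080 cells carrying an RFP-PRO-GFP reporter | Dosing: Single dose of 20 µM compound, 1% DMSO final | Incubation: Cells overnight before dosing, compound overnight, 37 °C, 5% CO2 | Evaluation: GFP/RFP fluorescence ratio | Control set: DMSO and RFP-L50D-GFP cell wells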
Rin1-Abl PPI inh = blocks binding of human Rin1 to Abl | P00519+Q13671 | TR-FRET Rin1/Abl binding, biochemical | AID 588664 | inhibition, % at 7.35 µM | hit rate 0.4% among 360,000; in the data active means inhibition above about 5%, passing the limit was not always enough
CendR NRP1 mod = alters CendR peptide binding to human NRP-1; inhibition, % at 25 µM; FAM-RPARPAR peptide binding to NRP-1, fluorescence polarization; AID 602438; O14786; hit rate 0.85% among 360,000;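 active means inhibition or corrected inhibition above about 18%, plus a signal ratio from 0.5 to 1.5, limit read from the data, passing the limit was not always enough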; further: strong numbers were not always called active
FAS TE block = inhibitors of human fatty acid synthase thioesterase domain; P49327; recombinant FAS-TE, OMFH fluorogenic substrate, fluorescence endpoint; inhibition, % at 15 µM; hit rate 0.67% among 360,000; AID 602261;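 active means compounds whose normalised, plate-corrected inhibition of enzyme fluorescence in the single-dose primary screen is 50% or more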;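 further: 0% = DMSO with enzyme and 100% = substrate without enzyme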
Target sequence (P49327 whole entry, looked up, the tested form may be a part): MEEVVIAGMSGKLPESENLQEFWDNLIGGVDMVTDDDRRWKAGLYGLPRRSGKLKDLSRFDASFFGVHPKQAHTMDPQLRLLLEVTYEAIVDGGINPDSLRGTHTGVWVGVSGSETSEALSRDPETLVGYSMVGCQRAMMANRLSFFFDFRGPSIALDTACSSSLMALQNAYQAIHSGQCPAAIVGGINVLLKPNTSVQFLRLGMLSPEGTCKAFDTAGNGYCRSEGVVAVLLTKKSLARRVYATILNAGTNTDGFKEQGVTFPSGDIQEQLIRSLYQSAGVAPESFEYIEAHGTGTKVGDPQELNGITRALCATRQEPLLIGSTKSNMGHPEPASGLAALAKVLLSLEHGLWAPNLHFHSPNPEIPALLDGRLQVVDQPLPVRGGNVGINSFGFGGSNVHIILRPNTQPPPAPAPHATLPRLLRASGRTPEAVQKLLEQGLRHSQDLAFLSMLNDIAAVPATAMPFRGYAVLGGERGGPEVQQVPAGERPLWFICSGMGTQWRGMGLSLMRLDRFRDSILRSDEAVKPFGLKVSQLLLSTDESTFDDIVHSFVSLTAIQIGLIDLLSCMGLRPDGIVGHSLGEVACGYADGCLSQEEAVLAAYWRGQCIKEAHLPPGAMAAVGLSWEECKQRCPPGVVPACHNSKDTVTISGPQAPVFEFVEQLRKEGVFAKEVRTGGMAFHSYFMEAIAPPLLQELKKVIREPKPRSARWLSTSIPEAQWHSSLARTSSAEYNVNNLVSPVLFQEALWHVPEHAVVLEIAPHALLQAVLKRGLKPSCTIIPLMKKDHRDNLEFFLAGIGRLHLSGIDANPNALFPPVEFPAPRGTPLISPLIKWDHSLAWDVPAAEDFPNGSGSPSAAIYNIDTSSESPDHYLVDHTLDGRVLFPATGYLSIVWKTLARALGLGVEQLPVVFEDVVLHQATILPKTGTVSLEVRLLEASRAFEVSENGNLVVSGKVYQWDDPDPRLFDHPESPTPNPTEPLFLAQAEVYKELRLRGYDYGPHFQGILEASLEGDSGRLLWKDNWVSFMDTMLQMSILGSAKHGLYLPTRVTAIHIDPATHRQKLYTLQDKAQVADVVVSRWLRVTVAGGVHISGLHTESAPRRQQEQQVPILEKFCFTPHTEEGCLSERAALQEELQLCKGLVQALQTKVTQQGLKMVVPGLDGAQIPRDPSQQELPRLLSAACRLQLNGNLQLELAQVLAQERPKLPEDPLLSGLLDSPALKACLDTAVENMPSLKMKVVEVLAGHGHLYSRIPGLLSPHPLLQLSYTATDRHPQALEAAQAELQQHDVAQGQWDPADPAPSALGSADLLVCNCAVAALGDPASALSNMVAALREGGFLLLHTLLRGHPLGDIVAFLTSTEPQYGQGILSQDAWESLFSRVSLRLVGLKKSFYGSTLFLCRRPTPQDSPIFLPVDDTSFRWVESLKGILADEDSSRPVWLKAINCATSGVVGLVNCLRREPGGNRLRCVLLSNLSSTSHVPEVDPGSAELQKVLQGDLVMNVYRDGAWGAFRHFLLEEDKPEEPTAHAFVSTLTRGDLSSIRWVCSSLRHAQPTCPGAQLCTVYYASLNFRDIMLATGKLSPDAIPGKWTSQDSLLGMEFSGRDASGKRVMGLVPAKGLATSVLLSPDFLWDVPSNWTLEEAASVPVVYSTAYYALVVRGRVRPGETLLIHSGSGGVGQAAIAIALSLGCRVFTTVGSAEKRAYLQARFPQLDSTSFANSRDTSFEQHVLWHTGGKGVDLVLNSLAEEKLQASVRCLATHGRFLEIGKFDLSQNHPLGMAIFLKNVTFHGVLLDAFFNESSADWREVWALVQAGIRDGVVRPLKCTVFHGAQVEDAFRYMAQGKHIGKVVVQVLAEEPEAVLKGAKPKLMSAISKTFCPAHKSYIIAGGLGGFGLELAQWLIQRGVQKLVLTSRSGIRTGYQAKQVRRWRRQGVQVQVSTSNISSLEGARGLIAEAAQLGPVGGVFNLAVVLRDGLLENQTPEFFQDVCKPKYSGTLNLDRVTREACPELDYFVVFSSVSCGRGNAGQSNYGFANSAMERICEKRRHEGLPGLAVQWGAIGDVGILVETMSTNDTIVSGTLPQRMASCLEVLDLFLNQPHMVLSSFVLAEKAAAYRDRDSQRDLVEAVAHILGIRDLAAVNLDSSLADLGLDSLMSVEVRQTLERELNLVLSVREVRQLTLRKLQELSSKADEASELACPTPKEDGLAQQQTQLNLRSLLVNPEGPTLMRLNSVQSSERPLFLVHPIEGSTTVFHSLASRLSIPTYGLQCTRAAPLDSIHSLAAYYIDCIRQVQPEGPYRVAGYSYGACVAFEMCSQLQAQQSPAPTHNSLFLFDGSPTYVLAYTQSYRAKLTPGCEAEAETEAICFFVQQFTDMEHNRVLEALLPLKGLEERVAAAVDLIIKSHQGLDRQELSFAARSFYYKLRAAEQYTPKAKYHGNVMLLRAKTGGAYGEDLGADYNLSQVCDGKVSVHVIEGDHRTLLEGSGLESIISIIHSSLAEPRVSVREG
SKN-1 block = C. elegans SKN-1 inhibition; inhibition, % at 21.8 µM; C. elegans VP596 Pgst-4::GFP/RFP ratio, acrylamide-induced, 24 h; hit rate 0.49% among 360,000;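 active means interference check ratio from 0.5 to 1.5 plus GFP to RFP signal ratio inhibition reaching or exceeding a fixed threshold, cut at about 30% in these data, passing the limit was not always enough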; further: some compounds called inactive have numbers as strong as hits
Starred values were filed as active, the others as inactive; i = inactive; . = no result given.

Second line of a record – MsrA act	E coli Lon inh	MsrA inhibitor	MT1-MMP act inh	Neddyl block	SKN-1 block	CendR NRP1 mod	FAS TE block	Rin1-Abl PPI inh
- O=C(COC(=O)c1ccccc1O)Nc1ncc(Cl)cc1Cl
→ -5	-15	0.1	-2	i	9	-1	5	1
- COc1ccc(F)cc1COc1nc(C)nc2ccccc12
→ -2	1	-1.6	-1	i	-4	7	-4	1
- Cc1ccc(OCCCC(=O)N(C)CC(=O)Nc2c(C)cccc2C)cc1
→ -5	-5	0.3	-1	i	-11	2	-4	0
- COc1ccc(Oc2ccc(/C=C/C(=O)c3cccc(OC)c3)cc2[N+](=O)[O-])cc1
→ 0	-14	-0.2	-11	i	6	15	27	-3
- CCNc1c(NS(=O)(=O)c2ccc(Br)s2)c(=O)oc2ccccc12
→ -4	0	0.8	-1	i	21	-22	3	3
- COc1cccc(C(C)NC(=S)NCc2ccc(Cl)cc2)c1 (centres undefined)
→ -6	1	-0.4	2	i	10	0	-2	1
- Cc1ccc(S(=O)(=O)N(C)C)cc1NC(=O)COC(=O)C1CCN(S(=O)(=O)c2cccs2)CC1
→ -1	-3	-0.8	1	i	-2	0	6	2
- O=C(OC(c1ccccc1)c1nccc2ccccc12)c1cccc([N+](=O)[O-])c1 (centres undefined)
→ -8	2	1.5	1	i	1	-3	46	4
- Cc1ccccc1C(=O)Nc1cccc(NC(=O)c2ccccc2[N+](=O)[O-])c1
→ -8	9	0.5	2	i	-4	-8	3	-3
- COc1ccc(NC2CCN(C3CC(=O)N(c4ccc(F)c(Cl)c4)C3=O)CC2)cc1 (centres undefined)
→ -3	17*	-0.1	-1	i	12	-15	3	-1
- CC(C)[C@H](NC(=O)N1CC(=O)Nc2ccccc21)C(=O)N[C@@H](Cc1ccccc1)C(=O)O
→ -3	-1	-1.3	2	i	4	3	-3	0
- Cc1ccc([C@H]2C[C@H](n3cc(COC(=O)c4ccccc4)nn3)[C@@H](O)CN2Cc2cccs2)cc1
→ -1	-8	0.4	-2	i	0	-11	16	-1
- NC(=O)c1cc(C(=O)c2cccc(Cl)c2Cl)c[nH]1
→ -5	8	0.1	-1	i	-2	5	-7	2
- COc1ccc2ccc(=O)oc2c1CC(O)C(C)(C)O (centres undefined)
→ -1	-2	1.5	3	.	15	-9	-1	-3
- O=C(NN1C(=O)C2C3C=CC(C4CC34)C2C1=O)c1ccc(Cl)c(Cl)c1 (centres undefined)
→ -7	3	0.6	7	i	4	-5	-4	-2
- CSc1cccc(CN2CCC(CO)(Cc3ccccc3)CC2)c1
→ 0	3	0.0	-2	i	8	5	-3	0
- COCCNC(=O)C1Cc2c(-c3ccc(NC(C)=O)cc3)ccnc2O1 (centres undefined)
→ 1	-1	0.0	1	i	-4	-17	-7	-1
- O=C1c2ccccc2OC2(C=Cc3ccccc3O2)N1Cc1ccccc1 (centres undefined)
→ 1	9	1.3	-6	i	40*	24	28	0
- CCOC(=O)C1=C(CSc2nc(C)ccc2C#N)OC(N)=C(C#N)C1c1cccc(OC)c1OC (centres undefined)
→ -3	2	0.1	-68	i	26	-11	12	-1
- Cc1noc(C)c1COc1ccc(C(=O)OCC(=O)Nc2cccc(S(=O)(=O)N3CCOCC3)c2)cc1
→ -3	7	1.0	0	i	5	11	19	1
- COc1ccc(NC(=S)Nc2cc(C(F)(F)F)ccc2F)cc1
→ -5	-7	1.2	2	i	3	12	3	1
- O=C(CSCc1ccc(F)cc1)NCc1ccc(F)cc1
→ -3	-2	-0.5	2	i	-3	8	5	-1
- Oc1c(Br)cc(Br)cc1C=Nc1ccc2c(c1)OCO2
→ -5	-3	1.2	-1	i	7	-51	-11	1
- COc1ccc(NC(C)=O)cc1S(=O)(=O)N1CCN(Cc2cccs2)CC1
→ -12	-6	-0.5	10	i	-2	8	-2	-3
- O=C(NCc1ccco1)C(=S)N1CCCCC1
→ -3	7	-0.7	5	i	-3	-5	-6	4
- CCCCCC(=O)Nc1ccc(C(=O)COC(=O)c2ccccn2)cc1
→ 0	-6	-1.7	3	i	-2	-6	-4	2
- COc1cccc(OCc2cc(C(=O)N3CCC(c4ccncc4)CC3)no2)c1
→ -3	4	-0.6	1	i	4	7	-3	3
- COc1cc(NC(=O)Cc2nn(C)c(=O)c3ccccc23)cc(OC)c1
→ -3	4	2.1	-7	i	12	-2	-5	-4
- COc1ccc(C(=O)NC(C)c2cccnc2)cc1S(=O)(=O)N(C)Cc1ccccc1 (centres undefined)
→ -1	-4	1.4	1	i	0	-5	-2	1
- CC(C)COP(=O)(c1ccc(N(C)C)cc1)C(O)c1ccccc1F (centres undefined)
→ -4	-5	-1.6	2	i	-6	-15	-5	-2

A draw from above in order of count of non-hydrogen atoms, smallest number first.
Second line of a record – MsrA act	E coli Lon inh	MsrA inhibitor	MT1-MMP act inh	Neddyl block	SKN-1 block	CendR NRP1 mod	FAS TE block	Rin1-Abl PPI inh
- COc1ccc(NC(=S)Nc2cc(C(F)(F)F)ccc2F)cc1
→ -5	-7	1.2	2	i	3	12	3	1
- CC(C)COP(=O)(c1ccc(N(C)C)cc1)C(O)c1ccccc1F (centres undefined)
→ -4	-5	-1.6	2	i	-6	-15	-5	-2
- COc1cc(NC(=O)Cc2nn(C)c(=O)c3ccccc23)cc(OC)c1
→ -3	4	2.1	-7	i	12	-2	-5	-4

Next part:
Second line of a record – MsrA act	E coli Lon inh	MsrA inhibitor	MT1-MMP act inh	Neddyl block	SKN-1 block	CendR NRP1 mod	FAS TE block	Rin1-Abl PPI inh
- Cc1ccc(C)c(S(=O)(=O)N2CCCOC2CNC(=O)C(=O)NCc2cccnc2)c1 (centres undefined)
→ -3	-5	0.9	2	i	-13	13	-9	4
- Cc1c(OCC(=O)OC(C)(C)C)ccc2c3c(c(=O)oc12)CCC3
→ -6	-3	0.0	0	i	5	-20	14	-2
- CN(C(=O)CSc1nnc(-c2ccc3c(c2)OCO3)o1)C1CCS(=O)(=O)C1 (centres undefined)
→ -2	-7	-0.5	-1	i	-5	-10	-8	0
- O=C1C(Cl)=C(NCCc2ccccc2)C(=O)c2ccccc21
→ 1	-4	-0.2	-54	i	28	-2	49	-7
- COc1ccc(C(C(=O)NC2CCCCC2)N(Cc2cccs2)C(=O)Cc2c[nH]c3ccccc23)cc1 (centres undefined)
→ -2	1	2.6	-8	i	39*	-12	17	-4
- Cc1onc(-c2ccccc2)c1C(=O)Nc1ccccc1NC(=O)c1c(-c2ccccc2)noc1C
→ -1	5	-0.4	-2	i	8	1	10	2
- O=C(O)C[C@H]1c2cc(F)ccc2S(=O)(=O)N1Cc1ccccc1
→ -7	-2	-1.1	0	i	-4	1	-6	0
- CCCCN(C(=O)C1CC(=O)N(c2ccc3c(c2)OCCO3)C1)c1c(N)n(CCC)c(=O)[nH]c1=O (centres undefined)
→ -2	-2	1.0	-1	i	5	1	-6	0
- CCOC(=O)CSc1nnc(-c2ccoc2C)n1-c1ccc(C)cc1
→ -2	0	0.2	-4	i	-20	0	-2	6
- Cc1ccccc1Cn1c(=O)n(CC2CCC(C(=O)NCCc3ccccc3)CC2)c(=O)c2ccccc21 (centres undefined)
→ -4	0	1.0	1	i	7	-9	-9	-4
- C=CCNc1nc(C)c(C(C)=O)cc1C#N
→ -7	-2	1.4	0	i	-7	-3	-4	0
- COc1ccc(CC(=O)N2CCc3ccccc3C2)cc1
→ -5	2	0.3	-2	i	1	1	5	4
- COc1cc(C2c3c(-c4cc(C)cc(C)c4O)n[nH]c3C(=O)N2CCCO)cc(OC)c1OC (centres undefined)
→ 2	1	-1.3	5	i	16	7	-29	3
- CC(C)CCNC(=O)CCCCn1c(=O)[nH]c2ccsc2c1=O
→ -1	8	-2.0	3	i	11	7	-2	-1
- O=C(CCCc1ccccc1)NCc1ccc(Cl)cc1
→ -6	-5	-0.1	2	i	-1	8	12	0
- COc1cc(/C=C\C(=O)OCn2nnc3ccccc3c2=O)cc(OC)c1OC
→ -6	-10	1.2	5	i	-11	6	3	-3
- O=C1c2cccc(Cl)c2C(=O)c2c1cccc2N1CCCC1
→ -4	0	9.4*	46*	i	50	16	23	-4
- N#Cc1ccc(N2CCN(C(=O)c3cccc(F)c3)CC2)c(F)c1
→ -1	-12	0.9	3	i	5	-8	2	2
- COc1ccc(OC)c(N2C(=O)c3ccccc3C2c2nnnn2-c2ccc3c(c2)OCCO3)c1 (centres undefined)
→ -4	-4	0.3	1	i	-4	-2	-16	.
- O=C1N(c2cccc3ccccc23)C(c2ccccc2)N2CCCN12 (centres undefined)
→ -3	17	2.3	-2	i	-2	0	-8	-2
- CC(/C=C/c1ccc2c(c1)OCO2)=N\NC(=O)C(O)c1ccccc1 (centres undefined)
→ -5	6	4.9*	-1	i	4	8	-4	-3
- CNC(=O)CSc1nnc(-c2cc(C)cc(C)c2)o1
→ -12	-3	-0.2	4	i	7	-5	-12	5
- CN1CCC(OC2c3ccccc3CCc3ccccc32)CC1
→ -4	-18	0.5	-2	i	3	-1	-2	-5
- CCCCCCCCN1C(=O)[C@H](CC(=O)NCc2ccc(OC)c(OC)c2)C[C@@]2(C(=O)OC)CCCCC=C12
→ 0	7	-0.4	-2	i	15	-4	10	.
- COc1ccccc1CNC(=O)c1ccc(-c2ccccc2C(F)(F)F)o1
→ -1	-10	0.0	0	i	3	3	24	1
- CC(=O)N/C(=C/c1ccccc1)C(=O)N1CCCCC1
→ -3	0	-0.3	4	i	0	-4	-9	-3
- COC(=O)c1ccc(-c2sc3nc(N4CCOCC4)c4c(c3c2N)CC(C)(C)OC4)o1
→ -11	-4	0.3	-2	.	-11	0	-10	1
- Cc1c(C(=O)OCC(=O)NCCN2C(=O)CSC2=O)oc2c1ccc1ccccc12
→ -10	2	0.3	3	.	3	-5	-7	-1
- CCN(CC)S(=O)(=O)c1ccc(C2CNC(=O)C2)cc1 (centres undefined)
→ -3	4	-1.0	0	i	-6	-2	-5	-2
- CCCCNC(=O)C1(C)CCC(=O)N1C1CCN(Cc2ccccc2)CC1 (centres undefined)
→ -8	3	0.2	1	i	10	1	-7	3
- Cc1ccc(NC(=O)CSc2nc3ccccc3c(=O)n2CCCC(=O)NCCCN2CCOCC2)cc1
→ -8	8	0.2	-1	i	-5	-1	0	-3
- CCO/N=C(/C)c1c(O)c(C)c(-c2ccccc2)n(-c2ccccc2)c1=O
→ -12	-10	-3.7	-1	i	-9	2	-17	-4
